Bioassay records from PubChem BioAssay.
KAT2A inh – GCN5L2 (KAT2A) acetyltransferase inhibition; AID 504327; Q92830; actives 0.21% (n = 390,000); GCN5L2 HAT assay, ThioGlo1 CoA-SH fluorescence; Potency, µM (titrated, usually from 58.9 µM), for the others: top-dose activity change, negative = inhibition, most hits filed as inhibitors
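Fluorescence readout, Ex340nm/Em540nm: ThioGlo1 (50uM final) reacts with free CoA thiol released as 20nM GCN5L2 acetylates H3(1-25) peptide (75uM) using acetyl-CoA (70uM). Compound and enzyme sat 15 min beforehand; 20 min room-temperature reaction.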
DT40 TDP1 CPT – DT40-hTDP1 cell growth loss with CPT; actives 12% (n = 420,000); Potency, µM (doses to about 46.2 µM), inactives show top-dose activity change, negative = growth inhibition, most hits filed as inhibitors; chicken DT40 Tdp1-/-;hTDP1 cells + 20 nM CPT, ATP luminescence, 48 h; also: nearly all actives have a fitted effect of over 55% in size
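Chicken DT40 Tdp1-/- cells stably complemented with human TDP1 were seeded at 400 cells/well in medium containing 20 nM camptothecin, exposed to pin-transferred compounds, and grown at 37 °C for at least 48 hr. Viability was read as ATP luminescence.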
FEN1 inh – inhibitors of human flap endonuclease 1; P39748; Recombinant FEN1 flap cleavage, fluorescence, 15 min; Potency, µM (top dose mostly 114 µM), inactives show at the top dose activity change, negative = inhibition, hits mostly inhibitors; actives 0.35% (n = 390,000); AID 588795; also: nearly all actives have a fitted effect of over 65% in size
Target sequence (P39748 whole entry, looked up): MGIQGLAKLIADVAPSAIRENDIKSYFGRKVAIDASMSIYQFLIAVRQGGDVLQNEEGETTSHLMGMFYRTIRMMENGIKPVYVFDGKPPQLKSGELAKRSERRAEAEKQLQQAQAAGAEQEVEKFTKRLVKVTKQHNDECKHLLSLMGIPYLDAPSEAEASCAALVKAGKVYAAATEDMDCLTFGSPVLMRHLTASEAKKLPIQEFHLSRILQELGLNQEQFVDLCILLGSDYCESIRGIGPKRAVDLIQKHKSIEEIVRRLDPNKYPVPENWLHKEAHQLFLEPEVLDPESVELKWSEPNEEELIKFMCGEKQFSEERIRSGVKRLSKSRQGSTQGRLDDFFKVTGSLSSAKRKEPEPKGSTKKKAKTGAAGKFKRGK
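Enzyme 10 nM, 15 min RT preincubation with compound; start with substrate 50 nM final; reads at 0 and 15 min; qHTS titration, four-parameter Hill fit.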
* marks the source's active call; other numbers are inactive results; ? = inconclusive; . = not tested or not shown; & = joins results of further samples; [ ] = dose if it differs, or a comment. Calls follow the shape of the dose curve; as a rule, active = well fitted curve in the direction sought with a large enough effect; inconclusive = small, poorly fitted or top-dose-only effect, or another doubt; inactive = no such curve, though single readings can be large; an effect the other way counts as inactive or inconclusive. % is scaled to controls: 0 for no effect and ±100 for the full control effect; potency is read from the fitted curve at half-maximal effect. Only part of the results is shown (hit frequency here may not be typical).

SMILES	KAT2A inh	DT40 TDP1 CPT	FEN1 inh
COc1ccccc1CNc1ncnc2onc(-c3ccc(Cl)cc3)c12	-5%	?	14%
Cc1ccc(Nc2nc3c(c(=O)[nH]2)CCCC3)cc1	-1%	?	2%
Cc1cc(N2C(=O)C(O)=C(C(=O)c3ccco3)C2c2cccc(Oc3ccccc3)c2)no1 (stereo not given)	-21%	?	-13%
NNC(=O)C1CC1c1ccc(Cl)cc1 (stereo not given)	-6%	5%	-9%
CCOC(=O)[C@@H]1[C@H]2COc3ccccc3[C@@H]2N2C(=O)N(c3cccc(C)c3)C(=O)[C@]12C	-2%	?	-9%
Cc1cc(C)cc(N2C(=O)CC(n3nc(C)cc3C)C2=O)c1 (stereo not given)	0%	-11%	0%
COc1ccc(OCCn2cnc(Cl)c2Cl)cc1	-3%	23%	9%
O=C(O)C(Cc1ccccc1)N1C(=O)/C(=C/c2cccnc2)SC1=S (stereo not given)	-9%	-11%	-13%
O=C(O)CCCn1cc(NC(=O)COc2ccc([N+](=O)[O-])cc2)cn1	-7%	-4%	-2%
COC(=O)N/N=C/c1ccc(-c2ccc(Cl)cc2Cl)o1	-3%	3%	-6%
CCCC(NC(=O)c1ccc(Br)o1)c1nc2ccccc2[nH]1 (stereo not given)	-6%	16µM*	-10%
O=C(Nc1ccc(Cl)cc1N1CCOCC1)C1CC1	-22%	0%	-1%
COC(=O)N/N=C(\C)c1ccc(OC(F)F)cc1	-10%	18%	-2%
O=C(NCCc1ccccc1)C(=O)c1c(-c2ccccc2)cc2ccccn12	-2%	-26%	1%
OCCC1CN(Cc2cnn(-c3ccc(F)cc3)c2)CCN1Cc1ccsc1 (stereo not given)	-16%	10%	-7%
CC(=O)Nc1ccc2c(c1)C(N1CC3CCC(CC3)C1)c1ccccc1-2 (stereo not given)	.	?	-6%
CCOCCCNC(=S)N1CCC(NC(=O)c2ccco2)CC1	0%	-10%	-3%
O=C(NCc1ccco1)C(=O)NCC1OCCCN1S(=O)(=O)c1ccc(Cl)cc1 (stereo not given)	-2%	-26%	-5%
COc1ccccc1-c1ccc(Nc2cccc(C(F)(F)F)c2)nn1	0%	-20%	3%
CCOc1ccc(C(=O)N2CCc3cc(OC)c(OC)cc3C2)cc1OCC	-3%	?	2%
CCN1CCN(C(=S)Nc2ccc([N+](=O)[O-])cc2)CC1	-13%	-8%	7%
Cc1ccc(NC(=O)c2ccc3c(c2)NC(=O)c2ccccc2S3)cc1	-2%	3.7µM*	-10%
COc1cc(/C=N/NC(=O)c2ccc3c(c2)OCCO3)cc(Br)c1O	-3%	-29%	-18%
CC(=O)N1CCN(C(=O)c2cc3ccccc3o2)CC1	-16%	7%	-1%
Cc1ccc2ncnc(Nc3ccccc3)c2c1	2%	-22%	10%
CCOc1ccc(-c2cc(C(F)(F)F)c(C#N)c(SCC(=O)Nc3ccccc3)n2)cc1	2%	?	-2%
Cc1[nH]c2ccc(-c3n[nH]c(=S)n3-c3ccc(Br)cc3)cc2c1C	-2%	?	-9%
COc1ccccc1C(=O)COC(=O)COc1cccc2c1OC(C)(C)C2	-7%	-11%	7%
Fc1ccc2nc(N3CCOCC3)sc2c1	-3%	-2%	6%
Cc1nc(SCC(=O)c2ccc(Cl)cc2)c([N+](=O)[O-])[nH]1	-1%	-1%	10%
CCOC(=O)/C(N=O)=C(\O)C1CCN(C(=O)OCC)CC1	-5%	9%	-11%
Cc1ccc(NC(=O)CCCn2c(=O)c3cccn3c3ccccc32)cc1Cl	-4%	-25%	-1%
Cc1cccc(NC(=S)N(CCN2CCOCC2)Cc2cc3cc4c(cc3[nH]c2=O)OCCO4)c1	-4%	?	3%
COc1ccc(-c2nc(CNS(=O)(=O)c3ccc(F)cc3)cs2)cc1	-10%	?	-1%
Cc1c(Cl)cccc1NC(=O)CN1C(=O)CCn2nc(-c3cccn3C)cc21	-7%	-6%	11%
CCc1ccc(-c2csc(NC(=O)c3cccnc3)n2)cc1	2%	?	-2%
Cc1cccc(N(C)S(=O)(=O)c2csc(C(N)=O)c2)c1	0%	4%	-7%
Cc1ccc(NC(=O)CSCc2n[nH]c(=O)[nH]2)c(Br)c1	-8%	-2%	1%
COc1cc(O)oc1C=Nc1ccc(C(=O)O)cc1	-13%	-15%	-2%
CCOc1nc2cnccc2n(CC(=O)Nc2cccc(C)c2)c1=O	-27%	8%	-4%
O=c1cc(CO)oc(C(Nc2ccccn2)c2ccccc2F)c1O (stereo not given)	.	?	16%
O=c1oc2cc(O[C@@H]3OC[C@@H](O)[C@H](O)[C@H]3O)ccc2c2ccccc12	-16%	13%	6%
Cc1nnc(Cl)c2nn(-c3ccccc3)c(C)c12	-5%	-4%	-6%
CNC(=O)COC(=O)c1c2c(nc3ccccc13)CCC2	-23%	?	?
CC(=O)c1cc(NC(=O)c2ccccc2)c(=O)oc1C	-7%	?	-27%
CCN(CC(=O)Nc1ccccc1C(F)(F)F)C(=O)CCS(=O)(=O)c1ccc(Cl)cc1	-1%	?	-3%
Cc1cc(C)c(Cn2cnc(-c3ccc([N+](=O)[O-])cc3)c2)c(C)c1	-6%	13µM*	13%
CCOc1ccc(C(=O)Cn2cnnc2C#N)cc1	-3%	13%	2%
CCCN(CC(=O)Nc1ccccc1OC)CC(=O)c1c(N)n(Cc2ccccc2)c(=O)n(C)c1=O	.	?	-18%
COc1ccc(CNC(=O)CCSCc2ccccc2Cl)c(OC)c1	2%	-24%	-18%
CCOC(=O)CSc1nc2c(cnn2-c2ccc(F)cc2)c(=O)[nH]1	22%	2%	-7%
O=C(O)CCC(=O)c1ccc2c(c1)OCCCO2	-7%	-10%	7%
O=[N+]([O-])c1ccc2c(c1)C=CC2	.	?	-20%
CCCn1nc(C(=O)NNC(=O)Cc2ccc(S(=O)(=O)N3CCOCC3)s2)c2ccccc2c1=O	-5%	-26%	1%
CCOC(=O)CN1C(=O)C(=O)N(Cc2c(Cl)cccc2Cl)C1=O	56%[activator]	-1%	2%
O=C(Nc1ccccc1N1CCCC1)c1cccc(S(=O)(=O)N2CCOCC2)c1	0%	?	9%
O=c1[nH]c2ccsc2c(=O)n1-c1ccc(F)c(Cl)c1	0%	-13%	7%
CCN(CC)S(=O)(=O)c1ccc(OC)c(NC(=O)c2ccc(OC)c([N+](=O)[O-])c2)c1	.	-5%	1%
O=C(COc1ccccc1F)NCc1nc2ccccc2[nH]1	-15%	-22%	15%
Cc1cc(S(=O)(=O)Nc2ccc(F)cc2)c(C)s1	0%	-7%	1%

Reprinted from the part before: three compounds; new compounds follow.
SMILES	KAT2A inh	DT40 TDP1 CPT	FEN1 inh
CCN(CC)S(=O)(=O)c1ccc(OC)c(NC(=O)c2ccc(OC)c([N+](=O)[O-])c2)c1	.	-5%	1%
O=C(COc1ccccc1F)NCc1nc2ccccc2[nH]1	-15%	-22%	15%
Cc1cc(S(=O)(=O)Nc2ccc(F)cc2)c(C)s1	0%	-7%	1%
Cn1c2ccc(F)cc2c2ncn(Cc3ccccn3)c(=O)c21	-1%	4%	2%
CCOC(=O)N1CCN(C(=O)c2ccc(Cl)c(S(=O)(=O)N3CCCC3)c2)CC1	0%	4%	2%
COCCn1cc(C(=O)NCCCN2CCC(C)CC2)c2c3ccccc3n(C)c2c1=O	1%	-4%	10%
Cc1cc(C)c(C2C(C#N)=C(N)Oc3n[nH]c(C)c32)cc1CN1CCCC1 (stereo not given)	-13%	-26%	17%
CCC(CC)C(=O)NCCc1cc2cc(C)c(C)cc2[nH]c1=O	-5%	-16%	-3%
CN(C)c1ccc(C(O)Cc2nc3ccccc3n2C)cc1 (stereo not given)	-4%	-16%	23%
COc1ccc(/C=N/OCc2nc3c4c(ncn3n2)Oc2ccc3ccccc3c2C4c2ccccc2)cc1 (stereo not given)	6%	-19%	-11%
CCCC/C(O)=C1\C(=O)CC(C)(C)CC1=Nc1ccc(OC)cc1	-5%	?	?
CCCOC1(NC(=O)c2ccccc2)C(C)=CC(=O)C=C1C	-6%	23µM*	3%
Cn1ccnc1C(=O)c1cccc(Br)c1	-3%	-1%	7%
CCN(CC)C(=O)N1CCC(NC(=O)c2ccc(C(C)(C)C)cc2)CC1	0%	?	-4%
O=C(Nc1nc2n(n1)C(c1ccccc1)C=C(c1ccccc1)N2)c1ccco1 (stereo not given)	-7%	6%	-9%
COc1cccc(-c2nn(C)c3sc(C(=O)NCc4ccccn4)cc23)c1	-4%	?	?
O=C1NC[C@H](CC2CCCCC2)N(CC2CCCCC2)C1=O	-5%	-8%	2%
COc1ccc(N2CC(NC(=O)C3CC3)CC2=O)cc1OC (stereo not given)	-1%	9%	-1%
Cc1cccc(NC(=O)COc2ccc3oc4c(c3c2)CCCC4)n1	-6%	?	-4%
O=C(CCl)Nc1cn(-c2ccccc2)nc1-c1ccc(F)cc1	-5%	4.6µM*	-4%
O=C(NCC1(N2CCCCC2)CCCCC1)c1cccc(NS(=O)(=O)c2ccccc2)c1	3%	-18%	1%
Cn1c(=O)c(N)c2c3c(c(Br)ccc31)C(=O)c1ccccc1-2	-17%	?	?
Cn1nnnc1SCC(=O)NC1CCCCC1	0%	-20%	-4%
COCC(=O)N(C)CC1CCCN(CCc2ccccc2OC)C1 (stereo not given)	-3%	-10%	6%
COc1ccc(NC(=O)CSCC(=O)Nc2ccc(S(=O)(=O)N3CCCCC3)cc2)cc1	-14%	-15%	-4%
Cc1cc(=O)c2c(C)nn(-c3ccccc3)c2[nH]1	-11%	12%	13%
Cc1cc(C)c(Cn2c3ccccc3c3cnn(CC(=O)N4CCCCC4)c(=O)c32)c(C)c1	-11%	-23%	-4%
O=C(Cn1cc([N+](=O)[O-])cn1)N1N=C(C(F)F)CC1(O)C(F)F (stereo not given)	-5%	-13%	-4%
CCOCCCNCc1ccc(OCC(=O)N2CCOCC2)c(OC)c1	-1%	0%	20%
CC(C)c1ccc(NC(=O)CC2NCCNC2=O)cc1 (stereo not given)	0%	3%	-3%
O=C(Nc1ccc(Cl)cc1Cl)c1ccc(-c2ccccc2)cc1	-6%	-4%	8%
CC(=O)N1CCOc2ccc(S(=O)(=O)Nc3ncccc3C)cc21	0%	-7%	22%
c1nc(N2CCOCC2)c2cc(-c3ccoc3)ccc2n1	-24%	8.2µM*	.
CCCCOC(=O)n1c(=O)oc2ccccc21	-7%	5%	-1%
Cc1ccc2cc(CN(Cc3ccco3)C(=O)NCc3ccccc3)c(=O)[nH]c2c1C	-14%	?	2%
CCC(C)Nc1nc(N)c([N+](=O)[O-])c(NCc2ccccc2)n1 (stereo not given)	-13%	?	-28%
COc1cc(C)nc(NCc2ccccc2)n1	-3%	?	1%
O=S(=O)(NCC(c1ccco1)N1CCOCC1)c1cc(F)ccc1F (stereo not given)	-9%	-29%	6%
CCCCN(C(=O)CCC(=O)Nc1cc(C)on1)C(C(=O)NC(C)(C)CC)c1cccc(OC)c1OC (stereo not given)	-8%	?	9%
CCCCN(CC)CCNC(=O)c1cc2c(=O)oc3ccc(C)cc3c2s1	-2%	?	-16%
COc1ccc(NC(=O)N2CCN(C(=O)C3CCCO3)CC2)cc1 (stereo not given)	-9%	11%	2%
CCN(C(=O)CN(C)Cc1cccc(Cl)c1Cl)c1c(N)n(Cc2ccccc2)c(=O)[nH]c1=O	-29%	?	10%
Cc1cc(C)cc(OCC(=O)NCC2(N3CCOCC3)CCCCC2)c1	-9%	?	1%
CCOc1nc(-c2ccccc2Cl)ccc1C#N	2%	-10%	-5%
Cn1c(=O)[nH]c2ncn(C)c2c1=O	-1%	-10%&-4%&4%	-1%

Among those listed so far, these contain a furan ring, fused or not.
SMILES	KAT2A inh	DT40 TDP1 CPT	FEN1 inh
Cc1cc(N2C(=O)C(O)=C(C(=O)c3ccco3)C2c2cccc(Oc3ccccc3)c2)no1 (stereo not given)	-21%	?	-13%
COC(=O)N/N=C/c1ccc(-c2ccc(Cl)cc2Cl)o1	-3%	3%	-6%
CCCC(NC(=O)c1ccc(Br)o1)c1nc2ccccc2[nH]1 (stereo not given)	-6%	16µM*	-10%
CCOCCCNC(=S)N1CCC(NC(=O)c2ccco2)CC1	0%	-10%	-3%
O=C(NCc1ccco1)C(=O)NCC1OCCCN1S(=O)(=O)c1ccc(Cl)cc1 (stereo not given)	-2%	-26%	-5%
CC(=O)N1CCN(C(=O)c2cc3ccccc3o2)CC1	-16%	7%	-1%
COc1cc(O)oc1C=Nc1ccc(C(=O)O)cc1	-13%	-15%	-2%
O=C(Nc1nc2n(n1)C(c1ccccc1)C=C(c1ccccc1)N2)c1ccco1 (stereo not given)	-7%	6%	-9%
Cc1cccc(NC(=O)COc2ccc3oc4c(c3c2)CCCC4)n1	-6%	?	-4%
c1nc(N2CCOCC2)c2cc(-c3ccoc3)ccc2n1	-24%	8.2µM*	.
Cc1ccc2cc(CN(Cc3ccco3)C(=O)NCc3ccccc3)c(=O)[nH]c2c1C	-14%	?	2%
O=S(=O)(NCC(c1ccco1)N1CCOCC1)c1cc(F)ccc1F (stereo not given)	-9%	-29%	6%
